PAFAH2 inh: PAFAH2 enzyme inhibitors, primary screen, biochemical, fluorescence polarization, human; 340,000 tested, 0.99% active; Platelet-activating factor acetylhydrolase 2, cytoplasmic (Homo sapiens), Q99487; inhibition, % at 3.39 µM; recombinant PAFAH2, FP-rhodamine activity probe;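 active = inhibition above the mean over all tested compounds plus 3 SD, cut at about 30% in these data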;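 note: inhibitors block probe labeling of enzyme so polarization drops; 0% = enzyme with DMSO and 100% = wells lacking PAFAH2 protein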
PREPL inhibitor: PREPL enzyme inhibitors, primary screen, biochemical, fluorescence polarization | inhibition, % at 5.96 µM | Prolyl endopeptidase-like (Homo sapiens), Q4J6C6 | 320,000 tested, 0.68% active | recombinant PREPL, fluorescence polarization activity-based probe; in the data active = inhibition above about 43%;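 note: 0% = enzyme with DMSO and 100% = wells lacking enzyme; many of its hits are not listed in these tables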
PAFAH1B2 FP inh: PAFAH1B2 enzyme inhibitors, primary screen, biochemical, fluorescence polarization, human; recombinant PAFAH1B2, FP-rhodamine activity probe; AID 492953, 2010; 340,000 tested, 1.2% active; inhibition, % at 3.39 µM; Platelet-activating factor acetylhydrolase IB subunit alpha2 (Homo sapiens), P68402;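 active = inhibition above the mean of all tested compounds plus 3 SD, cut at about 24% in these data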;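 note: 0% = enzyme with DMSO and 100% = wells lacking PAFAH1B2; many of its hits are not listed in these tables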
Target sequence (P68402 whole entry, looked up): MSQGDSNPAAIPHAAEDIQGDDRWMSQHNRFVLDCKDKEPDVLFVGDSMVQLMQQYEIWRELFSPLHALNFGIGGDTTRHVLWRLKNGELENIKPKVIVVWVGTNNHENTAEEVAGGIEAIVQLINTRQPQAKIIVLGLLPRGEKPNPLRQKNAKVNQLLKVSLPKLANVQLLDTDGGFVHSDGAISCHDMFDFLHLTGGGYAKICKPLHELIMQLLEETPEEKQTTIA
LYPLA1 inh: LYPLA1 inhibitors, primary screen, counter-screen for PME1 inhibitor project, biochemical, fluorescence polarization, FP-Rh probe ABPP; Acyl-protein thioesterase 1 (Homo sapiens), O75608; recombinant LYPLA1; inhibition, % at 5.9 µM; 320,000 tested, 0.16% active;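 active = inhibition above the mean of all tested compounds plus 3 SD, set per campaign, cut at about 14% in these data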;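 note: inhibitors block serine hydrolase probe labeling of LYPLA1 so polarization falls; 0% = enzyme with DMSO and 100% = wells lacking LYPLA1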
PAFAH1B3 FP inh: PAFAH1B3 enzyme inhibitors, primary screen, biochemical, fluorescence polarization, human; Platelet-activating factor acetylhydrolase IB subunit alpha1 (Homo sapiens), Q15102; 340,000 tested, 0.28% active; inhibition, % at 3.39 µM; recombinant PAFAH1B3, FP-rhodamine probe;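 active = inhibition above the screen-wide average of all tested compounds plus 3 SD, cut at about 25% in these data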;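 note: 0% = enzyme with DMSO only and 100% = wells lacking PAFAH1B3 protein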
Target sequence (Q15102 whole entry, looked up): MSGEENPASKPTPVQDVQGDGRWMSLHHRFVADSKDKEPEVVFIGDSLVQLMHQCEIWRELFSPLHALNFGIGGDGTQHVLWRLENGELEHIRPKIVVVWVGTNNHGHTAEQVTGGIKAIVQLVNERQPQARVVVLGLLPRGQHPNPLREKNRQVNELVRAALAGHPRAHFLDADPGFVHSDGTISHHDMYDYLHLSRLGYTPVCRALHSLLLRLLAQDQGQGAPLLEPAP
pPAFAH FP inh: pPAFAH enzyme inhibitors, primary screen, biochemical, fluorescence polarization, human. Platelet-activating factor acetylhydrolase (Homo sapiens), Q13093. recombinant pPAFAH, FP-rhodamine probe fluorescence polarization. inhibition, % at 3.39 µM. 330,000 tested, 1.5% active;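 active = inhibition above the mean inhibition across the screen plus 3 SD, cut at about 25% in these data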;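 note: inhibitors block binding of the rhodamine activity-based probe so polarization drops; 0% = enzyme with DMSO and 100% = wells lacking pPAFAH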
LYPLA2 inh: LYPLA2 inhibitors, primary screen, counter-screen for PME1 inhibitor project, biochemical, fluorescence polarization, FP-Rh probe ABPP; Acyl-protein thioesterase 2 (Homo sapiens), O95372; recombinant LYPLA2; inhibition, % at 5.9 µM; 320,000 tested, 0.38% active;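 active = inhibition above the screen-wide mean plus 3 SD, limit set per campaign, cut at about 26% in these data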;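 note: 0% = LYPLA2 with DMSO and 100% = wells lacking LYPLA2 enzyme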
Target sequence (O95372 whole entry, looked up): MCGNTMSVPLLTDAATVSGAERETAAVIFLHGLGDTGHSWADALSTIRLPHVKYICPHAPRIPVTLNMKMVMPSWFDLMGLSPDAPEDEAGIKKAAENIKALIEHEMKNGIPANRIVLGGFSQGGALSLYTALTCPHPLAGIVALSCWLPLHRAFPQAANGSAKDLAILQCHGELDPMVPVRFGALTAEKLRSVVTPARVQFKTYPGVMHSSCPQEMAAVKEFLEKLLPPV
EBNA-1 inh: EBNA-1 DNA-binding inhibitors, primary screen, biochemical, fluorescence polarization; inhibition, % at 14.8 µM; 300,000 tested, 0.34% active; in the data active = inhibition above about 28%
ZTA DNA inh: counter-screen for EBNA-1 inhibitors: inhibitors of Epstein-Barr virus ZTA; ZTA-DNA binding, fluorescence polarization; 320,000 tested, 0.15% active; inhibition, % at 11 µM; P03206; AID 2234; in the data active = inhibition above about 33%
Target sequence (P03206 whole entry, looked up): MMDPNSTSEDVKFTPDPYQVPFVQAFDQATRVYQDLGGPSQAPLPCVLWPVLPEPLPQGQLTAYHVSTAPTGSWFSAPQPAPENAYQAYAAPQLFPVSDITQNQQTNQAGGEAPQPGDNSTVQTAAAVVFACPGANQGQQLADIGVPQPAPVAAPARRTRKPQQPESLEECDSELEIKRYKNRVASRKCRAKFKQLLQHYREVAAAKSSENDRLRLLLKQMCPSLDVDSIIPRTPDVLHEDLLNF
Active calls of the source: *; . = no result given. This is a subset; the hit share may differ from the screen's.

SMILES	PAFAH2 inh	PREPL inhibitor	PAFAH1B2 FP inh	LYPLA1 inh	PAFAH1B3 FP inh	pPAFAH FP inh	LYPLA2 inh	EBNA-1 inh	ZTA DNA inh
COc1ccccc1C(=O)Nc1ccnn1C1CCN(C(=O)C2CCOC2)CC1 (stereo unspecified)	2.2	12.0	4.0	7.4	-1.6	0.4	3.8	-4.8	4.7
COc1ccc2nc(SC)cc(C)c2c1	-0.9	1.1	6.8	1.0	7.7	0.3	-8.4	3.5	21.2
COc1ccc(/C=C/C(=O)Nc2ccccc2C(=O)N2CCCC2)cc1	1.6	15.2	5.3	4.6	8.7	1.6	3.5	-3.1	-11.7
Cc1cc(NC(=O)Nc2ccc(F)c(Cl)c2)no1	-0.5	12.8	2.2	-4.6	3.7	-4.2	-4.3	10.5	1.3
Cc1oc(-c2ccccc2)cc1C(=O)Nc1cccc(C(=O)O)c1	-5.1	5.2	-1.3	-3.7	6.6	-2.9	-3.3	0.1	6.3
Cn1c(SCC(=O)NCc2ccc(F)cc2)ncc(C(=O)Nc2ccccc2)c1=O	0.6	9.5	-4.6	2.2	2.9	-5.3	7.0	3.9	-11.6
CCC(C)C(=O)Nc1nc(C)c(-c2csc(Nc3cc(Cl)ccc3OC)n2)s1 (stereo unspecified)	7.9	8.0	0.0	-9.3	7.2	13.4	-0.8	-4.4	-2.3
CCOC(=O)c1sc(NC(=O)Nc2ccc(Cl)cc2)cc1C	1.6	21.6	8.4	-24.2	20.2	26.4*	-11.3	-0.8	-27.5
CCCOC(=O)C(C)n1c(-c2ccccc2)nc2ccccc2c1=O (stereo unspecified)	1.2	-2.1	-3.6	-4.4	4.7	-5.0	-3.5	0.0	-13.5
COC(=O)C(NC(=O)c1ccc(OC)cc1)(Nc1ncc(S(=O)(=O)c2ccc([N+](=O)[O-])cc2)s1)C(F)(F)F (stereo unspecified)	-0.9	11.6	6.8	-7.4	8.3	2.3	-8.2	-5.8	7.3
N#Cc1cccc(NC(=O)COC(=O)CCc2ccc(S(=O)(=O)N3CCOCC3)cc2)c1	-6.1	9.9	1.8	0.2	-1.3	0.0	1.0	.	5.0
C=CCn1c(COc2ccc(Cl)cc2)nnc1SCC(=O)NCC(=O)OCC	-1.1	8.6	-2.7	-2.8	3.7	5.1	-0.7	0.7	7.7
COc1ccc(/C=C(/NC(=O)c2ccccc2)C(=O)NCCN2CCOCC2)cc1OC	5.5	3.9	4.6	-1.6	-4.4	-0.6	-1.0	4.2	5.3
O=C1CC(c2cccc(Oc3ccccc3)c2)NC(=O)N1 (stereo unspecified)	-2.5	10.5	2.2	-1.6	11.7	-3.7	-2.5	1.5	12.1
Cn1nnnc1Sc1ncnc2scc(-c3cccc4c3sc3ccccc34)c12	-2.0	30.0	-3.2	.	-1.8	-0.7	.	.	.
COCC(C)n1c(C)cc(C(=O)COC(=O)c2ccc3c(c2)NC(=O)CS3)c1C (stereo unspecified)	4.1	-9.1	3.8	-2.9	5.4	6.7	2.9	1.0	-14.5
O=c1[nH]c2cc3c(cc2cc1CN(Cc1nnnn1CC1CCCO1)C1CCCCC1)OCO3 (stereo unspecified)	2.2	17.9	8.6	2.3	11.2	3.6	0.7	2.6	-6.3
COc1ccc(CNC(=O)C2=CC(c3ccc(C)cc3)=NS(=O)(=O)N2C)cc1	4.9	-23.0	2.0	-2.0	5.6	3.9	6.6	3.1	8.0
COc1ccc(/C=N/Nc2ccc([N+](=O)[O-])cc2S(=O)(=O)N2CCN(C)CC2)cc1	-1.5	21.3	-0.2	-1.1	2.5	-4.0	-2.2	-7.7	-7.7
CN1CCC(=O)N([C@H](CN=[N+]=[N-])Cc2ccccc2)CC1	-4.0	10.1	2.2	-0.4	10.9	3.7	-3.7	1.3	4.9
O=C(CNC(=O)c1[nH]cnc1C(=O)NC(c1ccccc1)c1ccccc1)OCc1ccccc1	-8.7	-0.1	-0.3	-14.6	-2.6	3.3	-15.7	8.6	11.2
CCc1nc(N[C@@H](Cc2c[nH]c3ccccc23)C(=O)O)c2oc3ccccc3c2n1	-0.8	2.0	10.6	-0.3	0.8	4.5	-3.7	-9.8	1.3
COc1ccc(Cl)cc1NC(=O)C1CCCN(c2cc(C)nc3ncnn23)C1 (stereo unspecified)	0.8	16.8	-0.7	6.7	3.2	-6.2	10.1	3.8	-13.3
Cc1ccc(OCc2nnc(SCC(=O)N3CCOCC3)n2C)cc1	1.2	10.4	4.1	0.6	-5.5	5.8	4.3	-5.6	-7.2
O=c1[nH]c(/C=C/c2ccc(Br)cc2)nc2c1cnn2-c1ccccc1	.	-8.6	.	-0.2	.	-3.8	0.9	-1.3	-4.2
(more compounds)
SMILES	PAFAH2 inh	PREPL inhibitor	PAFAH1B2 FP inh	LYPLA1 inh	PAFAH1B3 FP inh	pPAFAH FP inh	LYPLA2 inh	EBNA-1 inh	ZTA DNA inh
COc1ccc(-n2c(=S)[nH]c3cc(C(=O)NCc4cccnc4)ccc3c2=O)cc1	0.0	9.8	3.3	1.7	2.1	-4.2	-3.2	2.2	-7.8
CCc1ccccc1S(=O)(=O)Cc1ccc(C(=O)NCC2CCCO2)o1 (stereo unspecified)	0.8	2.1	-2.9	1.0	4.5	10.4	6.8	4.0	13.6
Cc1ccc(S(=O)(=O)NC(CC(=O)NCc2ccco2)c2ccco2)cc1 (stereo unspecified)	-5.6	-7.0	6.1	-1.5	5.8	4.4	-3.5	-0.9	-1.1
O=C1COc2ccc(S(=O)(=O)N3CCCCC3)cc2N1	3.6	2.3	5.8	4.8	4.0	0.7	-7.2	8.9	8.5
Oc1cccc(C(=S)N2CCC(Cc3ccccc3)CC2)c1	-5.5	-1.8	4.2	-1.0	6.2	4.2	1.7	-8.2	2.4
COc1ccc(S(=O)(=O)N2CCCC(C(=O)N3CCOCC3)C2)cc1OC (stereo unspecified)	1.9	-8.5	3.9	-0.2	11.5	-1.7	-1.8	2.4	-12.2
Cn1cc(CCC(=O)NC2CC2)c2ccccc21	4.0	0.9	5.3	2.2	6.9	3.0	-2.5	-7.6	6.8
O=C(Nc1ccc(CN2CCCCC2)cc1)Nc1ccc(Br)cc1Cl	-6.1	-6.0	3.2	-1.7	7.2	-0.9	8.0	-11.3	-12.3
CCn1cc(C(=O)O)c(=O)c2cnc(N3CCN(C(=S)NC(=O)c4ccc(F)c(F)c4)CC3)nc21	-2.0	-2.7	-1.7	-2.0	2.6	-0.7	6.4	6.2	18.1
Cc1cccc(OCC(=O)N2CCN(C(=O)COc3ccc(Cl)cc3)CC2)c1	2.9	-11.9	0.7	4.4	4.3	8.0	19.7	21.5	5.7
CCCCOc1ccccc1C(=O)NCCCCCC(=O)O	-4.3	-2.6	2.4	0.4	12.1	-1.3	1.9	10.0	-2.2
NS(=O)(=O)c1ccc(CNC(=O)C2CCCCC2)cc1	-1.9	5.6	3.3	-5.2	-2.1	-3.6	-2.9	-7.8	-0.8
Cc1ccccc1NC(=O)Cn1nnc(C(=O)NCc2ccco2)c1N	-1.5	-1.2	-0.2	-1.6	7.4	3.5	-5.6	11.7	7.4
Cc1ccc(-c2nnn(CC(=O)N(c3ccc4c(c3)OCCO4)C(C(=O)NCC3CCCO3)c3ccc(F)cc3)n2)o1 (stereo unspecified)	1.9	-2.8	-0.5	-0.1	7.3	4.8	6.4	-2.6	25.4
C1=CCC(/C=N/n2cnnc2)CC1 (stereo unspecified)	-4.0	1.8	1.2	-5.3	4.7	0.7	6.7	7.2	-5.2
Nc1nnc(SCC(=O)c2ccc([N+](=O)[O-])cc2)s1	3.4	12.8	1.9	-2.2	3.7	-3.2	29.2*	-3.9	7.7
CCOC(=O)[C@H]1[C@H]2COc3ccccc3[C@@H]2N2C(=O)c3cc(C)ccc3NC(=O)[C@@]12C	7.2	-2.9	-0.6	-3.2	17.4	-0.8	-2.7	-6.8	-15.6
NC(=S)NN=C1c2cc(OCCN3CCOCC3)ccc2-c2ccc(OCCN3CCOCC3)cc21	-3.9	32.1	4.2	3.9	9.4	8.7	6.1	14.5	10.4
COCCn1c(N/N=C(C)/C=C/c2ccccc2)nc2c1c(=O)[nH]c(=O)n2C	.	10.2	.	2.3	.	-0.3	0.3	-10.6	-1.9
COc1ccc(Cc2c(N)nc(C)nc2N)cc1	.	-1.0	.	-2.3	.	-5.1	-2.2	-6.4	6.4
NS(=O)(=O)c1ccc(N/N=C/c2ccc(C(=O)O)cc2)c([N+](=O)[O-])c1	-6.2	-3.6	5.4	3.4	5.3	7.1	9.8	-1.9	-8.4
COc1ccc(NC(=O)CC(Cc2ccc(Cl)cc2)C(=O)O)cc1 (stereo unspecified)	-0.1	10.4	7.2	2.5	-0.9	0.1	-4.5	-1.5	-16.7
O=C(CCCN1C(=O)c2cccc3cccc(c23)C1=O)NCc1ccco1	-3.0	5.3	-4.0	-1.5	9.4	2.2	0.0	-4.1	-13.2
Cc1ccc(S(=O)(=O)NC2CC(C)(C)NC(C)(C)C2)cc1C	0.0	4.5	0.6	1.2	3.0	-9.6	-13.5	-4.3	-10.6
COCCN(C(=O)CNC(=O)c1ccco1)C(C(=O)NC1CCCCC1)c1cccs1 (stereo unspecified)	-7.2	11.7	0.9	-1.7	5.4	2.1	4.5	-9.9	-15.6
(next part)
SMILES	PAFAH2 inh	PREPL inhibitor	PAFAH1B2 FP inh	LYPLA1 inh	PAFAH1B3 FP inh	pPAFAH FP inh	LYPLA2 inh	EBNA-1 inh	ZTA DNA inh
Cn1c(Cc2ccc3c(c2)OCO3)nnc1SCC(=O)NC1CCCC1	.	7.8	.	0.2	.	-2.7	8.0	-4.2	-9.4
Cc1ccccc1NC(=O)CN1C(=O)S/C(=C\c2ccc(-c3cccc(C(=O)O)c3C)o2)C1=O	1.7	0.7	3.3	-0.1	6.4	3.1	-1.4	-0.8	4.6
CC(C)N(C(=O)CSc1nnc(Cc2csc(Nc3ccccc3)n2)o1)C(C)C	2.1	-1.0	3.1	-1.5	-1.9	5.6	4.6	0.2	-7.3
O=S(=O)(NCC1CCCO1)c1ccc(Cl)nc1 (stereo unspecified)	-1.4	-1.1	7.6	-2.6	12.9	6.0	-5.5	-5.1	6.2
COc1ccc(C(=O)C2CCCN(Cc3c(F)ccc(F)c3F)C2)c(OC)c1 (stereo unspecified)	-1.2	-9.9	4.2	-1.1	3.3	3.2	9.7	2.6	-12.7
CC(C)=CC(=O)Nc1ccccc1C(N)=O	-7.3	-3.1	-1.6	2.1	0.9	2.2	2.8	0.5	3.1
COc1ccc(/C=C/C(=O)OCC(=O)N2CCCCCC2)c(OC)c1	44.3*	0.2	0.9	-2.0	-10.6	-1.1	3.1	.	-4.3
CCc1ccccc1NC(=O)Cc1cn(C)c2ccccc12	0.9	-6.2	4.1	0.5	4.9	4.3	11.7	0.6	-2.5
Cc1cnc(NC(=O)c2c(Cl)cnn2C)s1	-4.4	2.5	0.3	-1.7	0.0	3.8	1.7	8.9	2.0
COc1cc(NC(=O)c2ccccc2)c(OC)cc1NC(=O)Cc1ccccc1	5.0	3.6	3.2	-0.6	0.1	6.1	3.9	5.8	14.0

Just PAFAH1B3 FP inh, for some of the entries so far:
compound	PAFAH1B3 FP inh
Oc1cccc(C(=S)N2CCC(Cc3ccccc3)CC2)c1	6.2
COc1ccc(S(=O)(=O)N2CCCC(C(=O)N3CCOCC3)C2)cc1OC (stereo unspecified)	11.5

Source: PubChem
